Ins promoter up: insulin promoter activators in MIN6 cells, imaging, high-content screening, mouse beta cells. z-score at 5 µM. hit rate 0.3% among 190,000. MIN6 insulin promoter-GFP reporter; hits give high values;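 active = z-score above 3 at 5 µM with at least 500 cells counted in the well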
MT stabilizer: microtubule stabilizers in HeLa cells, primary screen, imaging, high-content imaging; HeLa tubulin immunostaining HCS, 24 h; share of cells brighter than vehicle mean+2SD; % tubulin-high responders, % at 10 µM; hit rate 0.83% among 200,000; AID 2205, 2009;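 active = plate Z-score above 3 for both tubulin-high and condensed-nucleus cell shares, with cell loss under 80%, at 10 µM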;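 also: anti alpha tubulin signal scored within the nucleus-defined area of each cell; some results filed as inactive read as strong as hits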
Dynein transport: inhibitors of GR-EGFP nuclear translocation, primary screen, dynein cargo transport inhibitor project, imaging, high-content, 3617.4 mouse cells. test concentration mostly 20 µM; stimulated with dexamethasone, 1 µM; hits give low values. z-score, hits read low. hit rate 0.47% among 220,000;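 active = plate z-score of nuclear minus cytoplasmic receptor signal below a set negative limit, without overly bright fluorescence or cell loss, cut at about -3.5 in these data, passing the limit was not always enough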;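 also: z-score of nuclear minus cytoplasmic ring GR-EGFP intensity difference per well; some compounds called inactive have numbers as strong as hits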
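Schedule: 48 h induction, then 1 h compound, then 30 min agonist, 37 °C. Buffer or medium: tetracycline-free induction medium containing charcoal-stripped FBS. Reagent: 1.0 µM final dexamethasone stimulus. Evaluation: nuclear versus cytoplasmic GR-EGFP signal, averaged per well. Signal: high-content fluorescence imaging after fixation.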
Lipid droplet: inhibitors of hepatocyte lipid droplet formation, primary screen, imaging, high-throughput imaging, BODIPY stain; AML12 mouse hepatocytes, oleate lipid droplets; inhibition, % at 6.5 µM; hit rate 0.4% among 240,000; AID 1656, 2009;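 active = lipid droplet intensity inhibited by at least 50%, with more than 500 cells counted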
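Assay system: AML12 mouse liver cells | Compound: 6.5 µM single-point dosing | Schedule: Overnight exposure | Technique: Fluorescence imaging, 20x objective, two fields per well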
T cell modulator: modulators of CD8 T cell-vesicle binding, primary screen, mouse 2C CD8+ T cells, flow cytometry. 2C CD8+ T cell-vesicle binding; hits give low values. calls only at 7 µM. hit rate 0.068% among 330,000. AID 2052, 2009;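 active = response, share of CD8 T cells binding vesicles, and their 90th percentile fluorescence all below set limits, cut at about 80% in these data, passing the limit was not always enough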
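Assay system: 2C TCR transgenic mouse naive CD8+ T cells, MACS-purified | Read-out: CD8+ gate FL2 mean fluorescence as % of same-row positive control | Signal: High-throughput flow cytometry with anti-B7-1 and anti-CD8 staining | Timing: Binding step 1.5 h, 37 °C, antibody labelling 20 min, ice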
Autophagy mod: autophagy modulators in MEF cells, primary screen, imaging, high-content, MEF GFP-LC3. MEF GFP-LC3 puncta imaging; test concentration mostly 10 µM. calls only at 10 µM (by protocol). hit rate 0.98% among 190,000;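 active = percentage of spot-positive cells more than 3 SD above its plate mean, without a fluorescence outlier flag or 80% toxicity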;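 also: spot-positive cell cutoff set from DMSO-treated cells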
PhoP inhibition: inhibitors of PhoP regulon expression, primary screen, Salmonella Typhimurium, GFP reporter (AID 1863). S. Typhimurium PhoP-regulated promoter GFP reporter, 4 h; higher % means a stronger effect. one-dose inhibition, % at 50 µM; IC50 in µM for titrated hits. hit rate 0.16% among 300,000;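 active = inhibition over 29.93%, a cutoff 3 SD above the screen mean, later confirmed by dose response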;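 also: 0% = low Mg2+ inducing control and 100% = high Mg2+ repressing control; strong numbers were not always called active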
ER stress rescue: rescue of cells from ER stress-induced death, primary screen, 384-well, CSM14.1, thapsigargin, ATP luminescence (AID 1222); CSM14.1 thapsigargin-induced death rescue, ATP luminescence; higher % means a stronger effect; 190,000 tested, under 10 active; cellular ATP content (survival), % at 20 µM, or EC50 in µM where a hit was titrated;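 active = EC50 below 50 µM in the dose-response confirmation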;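 also: death triggered by thapsigargin at about 15 µM added after 2 h compound pretreatment; cell ATP read after overnight thapsigargin exposure of roughly 18 to 22 hours; normalized against plate controls of thapsigargin alone and 5% DMSO vehicle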
b-catenin transl: modulators of beta-catenin nuclear translocation, primary screen, imaging, HeLa cells, immunofluorescence, high-content. hit rate 0.3% among 190,000. nuclear translocation activity, % at 5 µM;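 active = nuclear translocation activity above 50% at 5 µM, with a well cell count of 50 or more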;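 also: per-cell ratio of nuclear to cytoplasmic median beta-catenin stain intensity; plate controls were DMSO negative control for no effect and GSK-3 inhibitor IX positive control for full effect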
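Technique: fluorescence imaging of beta-catenin antibody stain plus DAPI / Material: human HeLa cell line / Incubation: compound treatment 24 h, 37°C, 5% CO2 / Read-out basis: % activation of per-cell nuclear versus cytoplasmic median beta-catenin signal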
Dynein transport cytoplasmic EGFP: also measured in Dynein transport; calls as there; z-score; measured here: cytoplasmic GR-EGFP intensity; hits give high values
Dynein transport nuclear GR-EGFP: also measured in Dynein transport; calls as there; z-score; measured here: nuclear GR-EGFP intensity;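 lower value marks the stronger effect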
Dynein transport cell count: recorded beside Dynein transport, whose call it bears; z-score; measured here: cell count per field
Ins promoter up cell count: further read-out of Ins promoter up, marked with its call; cell count; measured here: cytotoxicity, nuclei count;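 total cells summed across four imaged fields per well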
Lipid droplet cells 6.5 µM: second read-out of Lipid droplet, no call of its own (marks repeat the call); cell count; measured here: cell count, cytotoxicity flag;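 cells counted across two imaged fields per well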
b-catenin transl cell count 5 µM: recorded beside b-catenin transl, whose call it bears; cell count; measured here: cell count, cytotoxicity flag
T cell modulator vesicle-bound %: second read-out of T cell modulator, no call of its own (marks repeat the call); double positive events, %; measured here: CD8+ vesicle-bound cell fraction;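 binding gate set so that unloaded-vesicle control wells show 10% double positive cells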
MT stabilizer Hoechst-high %: recorded beside MT stabilizer, whose call it bears; % Hoechst-high responders; measured here: nuclear condensation Hoechst responders;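 share of cells brighter than vehicle mean plus two SD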
MT stabilizer cytotoxicity %: also measured in MT stabilizer; calls as there; toxicity, %; measured here: cytotoxicity by cell density;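 0% = mean cell density of plate MIN control wells and 100% = no cells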
Autophagy mod cell loss 18 h: recorded beside Autophagy mod, whose call it bears; toxicity, %; measured here: cell loss, nuclei count;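 cell loss after 18 h compound exposure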
* hit, by the source's call; i = inactive; . = no result given.

SMILES	Ins promoter up	Ins promoter up cell count	MT stabilizer	MT stabilizer Hoechst-high %	MT stabilizer cytotoxicity %	Dynein transport	Dynein transport cytoplasmic EGFP	Dynein transport nuclear GR-EGFP	Dynein transport cell count	Lipid droplet	Lipid droplet cells 6.5 µM	T cell modulator	T cell modulator vesicle-bound %	Autophagy mod	Autophagy mod cell loss 18 h	PhoP inhibition	ER stress rescue	b-catenin transl	b-catenin transl cell count 5 µM
Cn1c(CNC(=O)c2cccs2)n[nH]c1=S	0.15	1299	2.1	2.9	3.1	-0.12	-0.31	0.039	-0.32	17	722	i	16	i	-3	2%	0.3%	-2.3	605
Nc1ncnc(Oc2ccccc2F)c1[N+](=O)[O-]	0.19	1477	3.9	2.2	10	-1.3	-0.3	-0.31	0.67	11	761	i	16	i	-3	4%	-1.8%	-4.1	1040
NCCc1nnc(SCC(N)=O)o1	0.71	1480	2.4	1.3	6.9	0.98	-0.18	0.8	0.46	.	.	i	7	i	-24	-3%	-0.3%	-2.4	802
CCN(CC(=O)NCc1ccc(F)cc1)C(=O)C1CCN(C(=O)Nc2ccccc2)CC1	0.17	1245	4.1	2.8	5.6	-0.22	-0.15	0.33	0.59	37	773	i	53	i	7	-3%	-1.2%	-3.7	1169
C/C(N)=C(/C#N)C(=O)CSc1ccccc1F	-0.15	1099	1.2	2.1	4.5	0.68	-0.35	-0.099	-1	0	719	i	52	i	-8	-13%	3.5%	2.1	976
Cc1nnc(N/N=C/c2cccs2)[nH]c1=O	1	1348	.	.	.	0.81	-0.27	0.48	-0.36	-6	720	i	41	.	.	0%	.	0.8	1338
COc1cc(-c2nnc(CSc3nnc(Nc4ccc(Oc5ccccc5)cc4)s3)o2)cc(OC)c1OC	0	1362	4.4	1.2	9.5	-0.38	-0.12	-0.44	1.9	18	704	i	23	i	13	3%	0.2%	0.7	1070
Cc1cccc2c1NC(=O)C21N2CCCC2C(C(=O)c2ccc3ccccc3c2)C12C(=O)Nc1ccccc12 (stereo unspecified)	-0.11	718	.	.	.	0.56	-0.75	0.21	-0.71	-16	611	i	23	.	.	-4%	.	0.3	1385

Of the compounds above, two contain a thiophene ring, fused or not:
SMILES	Ins promoter up	Ins promoter up cell count	MT stabilizer	MT stabilizer Hoechst-high %	MT stabilizer cytotoxicity %	Dynein transport	Dynein transport cytoplasmic EGFP	Dynein transport nuclear GR-EGFP	Dynein transport cell count	Lipid droplet	Lipid droplet cells 6.5 µM	T cell modulator	T cell modulator vesicle-bound %	Autophagy mod	Autophagy mod cell loss 18 h	PhoP inhibition	ER stress rescue	b-catenin transl	b-catenin transl cell count 5 µM
Cn1c(CNC(=O)c2cccs2)n[nH]c1=S	0.15	1299	2.1	2.9	3.1	-0.12	-0.31	0.039	-0.32	17	722	i	16	i	-3	2%	0.3%	-2.3	605
Cc1nnc(N/N=C/c2cccs2)[nH]c1=O	1	1348	.	.	.	0.81	-0.27	0.48	-0.36	-6	720	i	41	.	.	0%	.	0.8	1338

(further entries)
SMILES	Ins promoter up	Ins promoter up cell count	MT stabilizer	MT stabilizer Hoechst-high %	MT stabilizer cytotoxicity %	Dynein transport	Dynein transport cytoplasmic EGFP	Dynein transport nuclear GR-EGFP	Dynein transport cell count	Lipid droplet	Lipid droplet cells 6.5 µM	T cell modulator	T cell modulator vesicle-bound %	Autophagy mod	Autophagy mod cell loss 18 h	PhoP inhibition	ER stress rescue	b-catenin transl	b-catenin transl cell count 5 µM
O=C(O)c1ccc(NS(=O)(=O)c2cc(C(=O)O)ccc2Br)cc1	-0.1	1887	4.1	2.9	3.0	0.63	-0.3	0.23	-0.79	2	677	i	15	i	0	2%	-2.3%	-1.9	1056
C=CCOc1ccccc1CNCc1cccnc1	-0.42	837	5.6	2.0	4.3	-1	-0.24	-0.62	0.8	5	775	i	38	i	17	25%	-2.4%	-6.3	1164
CC(SCc1ccccc1)C(=O)Nc1ccc2c(c1)OCO2 (stereo unspecified)	.	.	1.6	1.9	6.9	-1.4	1	-0.35	1.2	5	755	i	5	i	-6	-8%	-3.9%	-3.6	1250
CCCN(CCC)c1ccc(CC(=O)NC(C)Cc2ccccc2)cc1 (stereo unspecified)	-0.17	1525	1.9	2.2	11	0.68	-0.19	0.47	-1.5	101*	713*	i	22	i	-15	2%	6.4%	1.7	1064
O=C(CC1C(=O)N(c2ccc(F)cc2)C(=O)N1Cc1ccccn1)Nc1ccccc1 (stereo unspecified)	.	.	1.7	1.4	11	-0.083	-0.33	-0.17	0.14	9	743	i	15	i	11	9%	-1.4%	-9.6	1176
COc1ccc(OCC(O)Cn2ccnc2C)cc1 (stereo unspecified)	0.16	1242	3.2	1.6	6.9	0.086	-0.18	0.076	-0.14	-4	677	i	35	i	3	-2%	-2.2%	-3.0	1250
Cc1c(Cl)cccc1NC(=O)CCN1CCCCC1	-0.16	1216	1.7	2.2	11	-0.78	-0.24	0.23	0.084	-1	705	i	10	i	2	16%	.	0.4	1093
COCCNC(=O)CN(c1cccc(OC)c1)S(=O)(=O)c1ccc(C)cc1	0.72	1243	4.2	2.8	5.6	-0.58	-0.21	-0.098	0.38	.	.	i	41	i	-3	-4%	-1.9%	-6.5	804
COC(=O)c1cccc(NC(=O)CCCOc2ccccc2)c1	1.5	1638	2.4	1.8	3.8	0.31	-0.11	-0.44	-0.85	.	.	i	36	i	-4	13%	-0.5%	-0.7	1417
O=C(O)C1CC(=O)N(c2ccc3c(c2)OCCO3)C1 (stereo unspecified)	0.88	872	3.8	1.5	1.1	2.4	-0.074	1.5	-1.8	11	812	i	49	i	-3	3%	-3.0%	-3.2	1075
COc1ccc(CCn2cc(C#N)c(=O)[nH]c2=O)cc1OC	0.36	1672	1.8	1.7	10	0.77	0.12	0.69	-0.33	-37	467	i	45	i	25	-1%	-0.1%	0.1	1010
CC1CCc2c(nc3ncnn3c2N2CC(C)OC(C)C2)C1 (stereo unspecified)	1.2	1445	1.4	1.8	8.1	0.56	-0.16	0.62	-0.21	.	.	i	59	.	.	-11%	-3.2%	-1.5	1463
CCN(CC)S(=O)(=O)c1ccc(OC)c(NC(=O)Cc2cccs2)c1	1.7	1435	1.4	1.2	5.2	-0.22	-0.012	-0.014	1	0	698	i	44	i	-22	-1%	5.9%	-0.3	1109
O=C(Cc1ccccc1[N+](=O)[O-])Nc1ccc2c(c1)OCCO2	-0.02	1418	1.6	3.3	12	0.98	-0.14	0.46	-1	15	686	i	48	i	-3	-3%	-4.0%	1.7	990
COc1ccccc1CN1CCN(Cc2nc(-c3cccs3)no2)CC1	-0.04	1496	4.4	2.2	4.0	-0.26	-0.29	-0.024	0.5	-14	676	i	39	i	17	-6%	2.2%	0.5	1000
CCC1CCCCN1C(=O)c1sc2ncnc(N(CC)CC)c2c1C (stereo unspecified)	-0.66	1265	4.8	1.8	3.5	0.83	-0.35	0.44	0.48	0	723	i	42	i	7	5%	-0.5%	0.6	1116
COCC1CCCN(Cc2cn(-c3ccccc3F)nc2-c2cc(C)sc2C)C1 (stereo unspecified)	-0.62	1422	3.0	1.9	0.4	0.42	0.64	0.13	0.01	-39	660	i	34	i	27	-1%	1.9%	0.4	1014
CCc1nc(N2CCN(Cc3ccc4c(c3)OCO4)CC2)c2oc3ccccc3c2n1	-0.38	1093	48*	13*	58*	1.6	-0.22	0.43	-0.82	.	.	i	25	i	-2	21%	1.3%	116*	754*
Cc1cc(C)n(C(N)=NC(=O)c2ccc([N+](=O)[O-])cc2)n1	-0.17	1439	.	.	.	0.34	-0.26	-0.09	-0.29	10	736	i	34	.	.	-6%	.	-3.0	1071
Cc1nn(-c2ccccc2)c(N)c1C1(O)C(=O)Nc2ccccc21 (stereo unspecified)	-0.3	1364	.	.	.	-1.1	-0.29	-0.39	0.85	-18	742	i	19	.	.	-8%	.	-3.8	1182
Cc1ccnc(N2CCN(C(=O)CSc3nc4ccccc4nc3N3CCCCC3)CC2)c1	-1.1	1233	4.2	1.9	2.1	-1	-0.19	-0.26	0.23	37	700	i	30	i	8	-7%	.	.	.
Cn1nnnc1SCC(=O)NC(=O)NCc1ccccc1	0.09	1583	2.2	2.3	4.3	0.049	-0.4	-0.13	0.14	.	.	i	50	i	-37	6%	-1.4%	-1.7	1384
Cn1c(SCC(=O)NCC2CCCO2)nnc1-c1c[nH]c2ccccc12 (stereo unspecified)	1.8	1884	2.8	2.6	7.0	-0.63	-0.089	-0.28	0.33	5	708	i	52	.	.	6%	-0.1%	-3.6	1112
COc1ccc(N2C(=O)CC(NC3CCCCNC3=O)C2=O)cc1 (stereo unspecified)	.	.	3.3	2.3	3.4	0.29	-0.23	0.045	0.37	8	721	i	46	i	-4	5%	-4.5%	4.6	518
CCc1ccccc1NC(=O)C1c2ccccc2Oc2ccccc21	0.24	1281	3.0	2.4	7.1	0.7	-0.31	-0.00086	-0.15	-2	647	i	60	i	23	2%	5.9%	-3.4	554
CN1CSC2=C(C#N)C(c3cccc(OCc4ccccc4)c3)CC(=O)N2C1 (stereo unspecified)	0.17	972	2.1	4.3	8.4	-0.46	-0.19	-0.21	0.41	.	.	i	8	i	18	0%	-2.2%	.	.

Bioassay records deposited in PubChem by several laboratories.
